# Screens deposited in PubChem BioAssay by National Center for Advancing Translational Sciences (NCATS).
# SMN2 splice up: enhancers of SMN2 splice variant expression | HEK293 SMN2-luciferase splicing reporter, luminescence, 30-36 h | Potency, µM (highest dose often 46.1 µM), without a hit: top-dose activity change, positive = activation, usual class: activators | hit rate 2.8% among 210,000; further: % of control where 0% means no effect; nearly all actives have a fitted effect of over 55% in size
#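 HEK293 cells carry an SMN2 […]–luciferase reporter in which exon 7 inclusion puts luciferase in frame. Cells were plated 10-12 h before compound addition, then incubated 30-36 h at 37C. ONE-Glo luminescence was read; sodium butyrate at 4.5 mM final served as control.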
# aGal spleen mod: inhibits or activates alpha-galactosidase in human spleen homogenate | human spleen homogenate, 4MU-alpha-Gal fluorescence, 40 min | hit rate 0.008% among 240,000 | Potency, µM (top dose mostly 80 µM), for the others: at the top dose activity change, negative = inhibition, most hits filed as inhibitors | P06280;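 further: 0% = enzyme with vehicle and -100% = no enzyme basal signal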
#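 Human spleen homogenate (1 ug) was the enzyme source, with 4-methylumbelliferyl-alpha-D-galactopyranoside (1 mM final) in pH 5.0 citrate buffer with 0.01% Tween-20. Compounds were titrated; after 40 min at 37C, NaOH/glycine stop, 4-MU fluorescence read; AC50 from Hill fits.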
# aGlu spleen mod: lysosomal alpha-glucosidase (human) modulation; human spleen homogenate, 4-MU-alpha-glucoside fluorescence; Potency, µM (titrated, usually from 79.9 µM), for the others: top-dose activity change, negative = inhibition, usual class: inhibitors; hit rate 0.006% among 240,000; AID 2112;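 further: 0% = enzyme with vehicle and -100% = no enzyme basal signal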
#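 AC50 values come from Hill-equation fits of concentration-response data, normalized to no-enzyme and full-activity controls. Enzyme source: 1 ug human spleen homogenate; 1 mM fluorogenic 4-MU glucoside, pH 5.0 citrate buffer, 37 C, 40 min.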
# RGS12 GoLoco inh: blocks human Gai1 binding to RGS12 GoLoco peptide, red readout; Potency, µM (top dose mostly 61.6 µM), inactives show top-dose activity, negative = inhibition, most hits filed as inhibitors; hit rate 0.44% among 230,000; P63096; Gai1:RGS12 GoLoco peptide FP, rhodamine, 10 min; active means well fitted inhibition curve with a large enough effect, not every such curve was filed as active; inactive means no such curve, though single readings can be large or run the other way; further: on the % scale 0 is the no-effect control and ±100 the full control effect; nearly all actives have a fitted effect of over 30% in size; many of its hits are not listed in these tables
# Target sequence (P63096 whole entry, looked up): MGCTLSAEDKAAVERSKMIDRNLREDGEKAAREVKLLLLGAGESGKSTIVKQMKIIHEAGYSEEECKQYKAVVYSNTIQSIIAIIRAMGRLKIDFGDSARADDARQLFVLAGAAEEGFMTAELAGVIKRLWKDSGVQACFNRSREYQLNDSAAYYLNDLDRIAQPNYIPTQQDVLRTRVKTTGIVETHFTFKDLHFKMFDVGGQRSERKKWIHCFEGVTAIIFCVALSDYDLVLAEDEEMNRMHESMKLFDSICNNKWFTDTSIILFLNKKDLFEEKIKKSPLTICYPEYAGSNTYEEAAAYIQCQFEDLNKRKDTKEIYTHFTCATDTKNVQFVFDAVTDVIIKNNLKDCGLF
# GAA inhib: inhibitors of human lysosomal alpha-glucosidase | Potency, µM (highest dose often 76.9 µM), for the others: top-dose activity change, negative = inhibition, actives largely listed as inhibitors | hit rate 0.005% among 200,000 | purified human GAA, 4-MU-alpha-glucoside fluorescence;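 further: plate controls were uninhibited enzyme wells for no effect and no-enzyme background for full effect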
#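 Fluorogenic assay: 4 nM human alpha-glucosidase with 400 uM 4-methylumbelliferyl-alpha-D-pyranoside in 50 mM citrate/phosphate, 0.005% Tween-20, pH 5.0, 20 min at room temperature. Compounds tested up to 77 uM; AC50 from Hill fits.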
# KDM4E inh: JMJD2E (human) inhibition; B2RXH2; JMJD2E catalytic domain, FDH-coupled NADH fluorescence (FDH is formaldehyde dehydrogenase); AID 2147; Potency, µM (series often up to 57.1 µM), for inactives: at the top dose activity change, negative = inhibition, hits mostly inhibitors; hit rate 1.6% among 230,000; active means well fitted inhibition curve with a large enough effect, not every such curve was filed as active; inconclusive means small, poorly fitted or top-dose-only effect, or another doubt; inactive means no such curve, though single readings can be large or run the other way;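 further: 0% = wells with enzyme and -100% = buffer wells without enzyme; nearly all actives have a fitted effect of over 50% in size; many of its hits are not listed in these tables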
# ALDH1A1 inh: inhibitors of human aldehyde dehydrogenase 1A1 | Potency, µM (series often up to 75.3 µM), without a hit: at the top dose activity, negative = inhibition, usual class: inhibitors | AID 1030 | P00352 | hit rate 7.3% among 220,000 | Purified ALDH1A1, NADH fluorescence, propionaldehyde substrate; active means well fitted inhibition curve with a large enough effect, not every such curve was filed as active; inconclusive means small, poorly fitted or top-dose-only effect, or another doubt; inactive means no such curve, though single readings can be large or run the other way;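 further: plate controls were no enzyme wells and a reference inhibitor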
# Target sequence (P00352 whole entry, looked up): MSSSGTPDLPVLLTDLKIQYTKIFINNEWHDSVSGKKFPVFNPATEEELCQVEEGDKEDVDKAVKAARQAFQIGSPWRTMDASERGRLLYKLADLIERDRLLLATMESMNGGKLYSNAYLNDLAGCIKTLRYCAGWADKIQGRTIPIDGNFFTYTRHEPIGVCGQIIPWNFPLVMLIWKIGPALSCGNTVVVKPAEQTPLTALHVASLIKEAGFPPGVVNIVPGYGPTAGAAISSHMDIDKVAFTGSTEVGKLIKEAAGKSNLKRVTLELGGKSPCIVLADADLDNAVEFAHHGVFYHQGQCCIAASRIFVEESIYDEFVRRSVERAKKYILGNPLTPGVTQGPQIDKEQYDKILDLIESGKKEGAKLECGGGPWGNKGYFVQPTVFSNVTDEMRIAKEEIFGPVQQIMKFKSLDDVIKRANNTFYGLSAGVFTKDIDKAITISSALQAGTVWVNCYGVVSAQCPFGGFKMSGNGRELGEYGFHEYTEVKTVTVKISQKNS
# GAA glycogen mod: alters human alpha-glucosidase cleavage of glycogen; P10253; recombinant GAA, glycogen substrate, Amplex Red glucose oxidase fluorescence; Potency, µM (top dose mostly 76.4 µM), without a hit: top-dose activity change, negative = inhibition, actives largely listed as inhibitors; hit rate 0.38% among 300,000;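 further: 0% = full enzyme reaction and -100% = no-enzyme basal signal; the screen sought inhibitors and activators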
#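 qHTS, 1536-well; enzyme 4 nM final; cpd up to 77 uM; substrate bovine liver glycogen 30 ug; 50 mM citrate/phosphate pH 5.0, 0.01% Tween-20; 37 C, 40 min; Amplex Red detection 45 min RT; Hill fit → AC50.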
# An asterisk follows results filed as active; u = inconclusive; x = not tested or not shown; & = joins results of further samples; [ ] = dose if it differs, or a comment. Unless noted, the call rests on the fitted dose curve; in most records, active means well fitted curve in the direction sought with a large enough effect; inconclusive means small, poorly fitted or top-dose-only effect, or another doubt; inactive means no such curve, though single readings can be large; an effect the other way counts as inactive or inconclusive. Potency means the concentration at half of the fitted maximal effect.
(1) COc1cc(CN2CCN(c3cccc(C)c3C)CC2)cc(Br)c1O
(2) CC(C)CCCC(C)C1CCC2C3CC[C@H]4CC(=O)CC[C@@]4(C)C3CC[C@@]12C (stereo not given in full)
(3) COC(=O)CSc1ncnc2c1sc1nc(N3CCOCC3)c3c(c12)CCCC3
(4) O=c1cc(N2CCc3ccccc32)[nH]c(=O)n1-c1ccccc1Cl
(5) COC(=O)NC1CSCC1OC(=O)CCN1C(=O)c2ccccc2C1=O (stereo not given)
(6) O=S1(=O)C=C(N2CCOCC2)c2ccccc21
(7) O=C(Nc1cccc(Cl)c1)Nc1nnc(-c2ccccc2)o1
(8) Cc1ncsc1C(=O)Nc1nc2c(s1)CC(C)CC2 (stereo not given)

assay / compound	1	2	3	4	5	6	7	8
SMN2 splice up	-8%	3%	-21%	-15%	8%	-3%	2%	13µM*
aGal spleen mod	-4%	16%	-7%	-14%	-7%	7%	6%	-5%
aGlu spleen mod	-8%	-1%	-6%	3%	-1%	1%	3%	-5%
RGS12 GoLoco inh	-5%	3%	5%	4%	-5%	70%[activator]	9%	-7%
GAA inhib	-4%	x	-7%	0%	-2%	-3%	3%	-3%
KDM4E inh	-7%	1%	u	4%	6%	4%	-8%	0%
ALDH1A1 inh	u	8%	u	-7%	1%	10%	15%	u
GAA glycogen mod	-16%	x	17%	8%	-1%	4%	6%	11%

(9) C=CCn1c(SCC(=O)Nc2cc(C)ccc2OC)nnc1-c1ccco1
(10) CC(C)Oc1cccc(C(=O)N2CCCC2)c1
(11) NS(=O)(=O)c1ccc(Sc2ccccn2)c([N+](=O)[O-])c1
(12) CCn1cc(CNC(=O)CSc2nc(-c3ccc(OC)c(OC)c3)cc(C(F)(F)F)n2)c(C)n1
(13) C/C(=N\NC(=O)c1cccnc1)c1cc(C)oc1C
(14) CC(C)c1csc2nc3n(c(=O)c12)CCCCC3
(15) CC(C)CNC(=O)c1ccccc1NC(=O)Nc1ccccc1
(16) O=C(CCl)Nc1cc(SCC(O)CO)cc([N+](=O)[O-])c1 (stereo not given)

assay / compound	9	10	11	12	13	14	15	16
SMN2 splice up	x	17%	x	-4%	32%	4%	-11%	-105%[inhibitor]
aGal spleen mod	-4%	6%	-4%	7%	4%	-5%	-13%	-4%
aGlu spleen mod	-2%	-20%	-4%	-3%	6%	0%	5%	0%
RGS12 GoLoco inh	x	8%	-1%	5%	7%	15%	2%	3%
GAA inhib	2%	u	x	4%	-6%	6%	-14%	5%
KDM4E inh	3%	7%	4%	u	41%[activator]	-8%	-19%	-2%
ALDH1A1 inh	-10%	-1%	x	u	-9%	-1%	3%	-2%
GAA glycogen mod	18%	2%	7%	-4%	0%	1%	8%	5%

(17) Cc1nnc(SCC(=O)Nc2cccc(S(=O)(=O)NC3=NCCCCC3)c2)n1Cc1ccccc1
(18) Cc1sc(-c2ccccn2)nc1OC(=O)c1ccc(Cl)cc1
(19) Cc1ccccc1C(=O)NCc1nnc(SCC(=O)N2c3ccccc3Sc3ccccc32)n1C
(20) CCCCC1=CC2=CC(=O)C(C)(OC(=O)CC)C(=O)C2=CN1CCOC (stereo not given)
(21) CCn1c(CCC(=O)Nc2nc3c(s2)CCCC3)nc2cc(S(=O)(=O)N(C)C)ccc21
(22) CC(=O)N1C(=O)C2(C(C#N)=C(N)Oc3n[nH]c(-c4ccccn4)c32)c2ccccc21 (stereo not given)
(23) O=C(COc1ccc(Cl)cc1)Nc1c(-c2cccs2)nc2ccccn12
(24) CCCN1CCN(C(=O)c2ccccc2-c2nc3ccccc3s2)CC1

assay / compound	17	18	19	20	21	22	23	24
SMN2 splice up	-1%	-12%	0%	-5%[9.22 µM]	-60%[inhibitor]	29%	-30%[inhibitor]	10%
aGal spleen mod	11%	-3%	-6%	2%[17.5 µM]	-5%	1%	-4%	-11%
aGlu spleen mod	-22%	-6%	-3%	-4%[17.4 µM]	-15%	-12%	0%	-5%
RGS12 GoLoco inh	10%	2%	3%	3%[14.2 µM]	51%[activator]	1%	25%	8%
GAA inhib	4%	-3%	-1%	x	-11%	0%	5%	0%
KDM4E inh	5%	11%	5%	u	-4%	2%	7%	-5%
ALDH1A1 inh	-9%	8%	25µM*	5%[13.5 µM]	16µM*	2%	u	-3%
GAA glycogen mod	-1%	3%	-13%	6%	-7%	-9%	-3%	5%

(25) C=CCNS(=O)(=O)c1ccc(N2C(=O)c3ccccc3C2=O)cc1
(26) O=C(O)COCC(=O)Nc1ccc(-n2nc(C(F)(F)F)cc2-c2cccs2)cc1
(27) COCCCNC(=O)COC(=O)c1ccc(-c2nc3ccccc3s2)s1
(28) CCC(C)c1ccc(NC(=S)NCCn2cc(Cl)cn2)cc1 (stereo not given)
(29) CC(C)Cn1c(SCC(=O)NC(=O)NC2CCCC2)nc2ccccc21
(30) COC(=O)c1c(-c2ccc(F)cc2)csc1NC(=O)C1CCCO1 (stereo not given)
(31) COc1cccc(-c2nnc3sc(-c4ccccc4)nn23)c1
(32) COc1ccc2cc1Oc1ccc(cc1)C[C@H]1c3c(cc4c(c3Oc3cc5c(cc3OC)CCN(C)[C@@H]5C2)OCO4)CCN1C

assay / compound	25	26	27	28	29	30	31	32
SMN2 splice up	x	x	13µM*	x	-24%	0%	6%	x
aGal spleen mod	-9%	1%	u	6%	-5%	-9%	-14%	-5%&-2%
aGlu spleen mod	2%	1%	17%	-7%	-11%	-13%	4%	-2%&-13%
RGS12 GoLoco inh	8%	9%	8%	13%	-1%	-5%	10%	6%&-5%
GAA inhib	-3%	x	u	-2%	-6%	-12%	-3%	x
KDM4E inh	-3%	u	u	-6%	-2%	2%	-18%	u
ALDH1A1 inh	0%	x	u	u	-11%	20µM*	5%	5%
GAA glycogen mod	5%	2%	0%	-28%	-10%	-12%	3%	7%

(33) COc1ccc(-c2nn(-c3ccccc3)cc2/C=N/Nc2ccccn2)cc1OC
(34) CCOC(=O)C1=C(CC)Nc2ccccc2N/C1=N\S(=O)(=O)c1cc(Br)ccc1Br
(35) NC(=O)C1(N2CCCCC2)CCN(S(=O)(=O)c2cc(Cl)sc2Cl)CC1
(36) c1csc(CNCCN2CCOCC2)c1
(37) CCOC(=O)N1CCN(CC(O)COCCC23CC4CC(CC(C4)C2)C3)CC1 (stereo not given)
(38) CC(=O)Nc1ccc(S(=O)(=O)N=S(C)(C)=O)cc1
(39) Cc1nc2cc(N3CCN(C)CC3)c(NC(=O)Cc3ccccc3)cc2c(=O)n1Cc1ccccc1
(40) Cc1cccc(NC(=O)c2cccs2)n1

assay / compound	33	34	35	36	37	38	39	40
SMN2 splice up	-3%	-42%[inhibitor]	x	-11%	8%	3%	x	21%
aGal spleen mod	-2%	2%	-4%	-2%	4%	-26%	8%	3%
aGlu spleen mod	-14%	4%	-6%	-3%	-3%	2%	-1%	-1%
RGS12 GoLoco inh	10%	0%	7%	-8%	5%	-12%	x	3%
GAA inhib	u	-6%	-6%	-7%	-2%	4%	u	-2%
KDM4E inh	u	-5%	1%	-9%	2%	-4%	u	4%
ALDH1A1 inh	-4%	-8%	7%	u	4%	6%	18µM*	6%
GAA glycogen mod	u	-7%	7%	3%	-8%	1%	-15%	7%

(41) OC[C@H]1O[C@@H]2O[C@H]3[C@H](O)[C@@H](O)[C@@H](O[C@H]4[C@H](O)[C@@H](O)[C@@H](O[C@H]5[C@H](O)[C@@H](O)[C@@H](O[C@H]6[C@H](O)[C@@H](O)[C@@H](O[C@H]7[C@H](O)[C@@H](O)[C@@H](O[C@H]8[C@H](O)[C@@H](O)[C@@H](O[C@H]1[C@H](O)[C@H]2O)O[C@@H]8CO)O[C@@H]7CO)O[C@@H]6CO)O[C@@H]5CO)O[C@@H]4CO)O[C@@H]3CO
(42) CCc1nc(Nc2ccc(OC)c(OC)c2)c2nnn(Cc3ccccc3Cl)c2n1
(43) O=C(CCCC(=O)N/N=C/c1ccccc1C(=O)O)N/N=C/c1ccccc1C(=O)O
(44) COc1ccc(/C(O)=C2\C(=O)C(=O)N(Cc3ccco3)C2c2ccc(OC)cc2OC)cc1 (stereo not given)
(45) CCC(C)NC(=O)COC(=O)c1csc2c1CCCC2 (stereo not given)
(46) Cc1ccc(S(=O)(=O)c2cccc(S(=O)(=O)N3CCOCC3)c2)cc1S(=O)(=O)N1CCOCC1
(47) CCc1c(C)nc2c(OC)cccc2c1Cl
(48) CC(NC(=O)c1ccc(Br)cc1)C(=O)NC1=NCCS1 (stereo not given)

assay / compound	41	42	43	44	45	46	47	48
SMN2 splice up	-7%	-63%[inhibitor]	x	6%	5%	-11%	x	6%
aGal spleen mod	9%	-1%	-5%	6%	1%	-5%	0%	-19%
aGlu spleen mod	14%	11%	5%	5%	0%	-13%	0%	-3%
RGS12 GoLoco inh	0%	11%	9%	-2%	-2%	-2%	11%	-19%
GAA inhib	x	8%	0%	-5%	-2%	-13%	0%	4%
KDM4E inh	x	x	3%	1%	-1%	2%	u	-15%
ALDH1A1 inh	u	u	-3%	-2%	-13%	u	7%	2%
GAA glycogen mod	x	-8%	8%	-14%	11%	1%	-8%	2%

# Full records, looked up by structure:
# Listed for `O=c1cc(N2CCc3ccccc32)[nH]c(=O)n1-c1ccccc1Cl` : SMN2 splice up: -15%; aGal spleen mod: -14%; aGlu spleen mod: 3%; RGS12 GoLoco inh: 4%; GAA inhib: 0%; KDM4E inh: 4%; ALDH1A1 inh: -7%; GAA glycogen mod: 8%
# Listed for `Cc1ccccc1C(=O)NCc1nnc(SCC(=O)N2c3ccccc3Sc3ccccc32)n1C` : SMN2 splice up: 0%; aGal spleen mod: -6%; aGlu spleen mod: -3%; RGS12 GoLoco inh: 3%; GAA inhib: -1%; KDM4E inh: 5%; ALDH1A1 inh: 25µM*; GAA glycogen mod: -13%
# Listed for `O=S1(=O)C=C(N2CCOCC2)c2ccccc21` : SMN2 splice up: -3%; aGal spleen mod: 7%; aGlu spleen mod: 1%; RGS12 GoLoco inh: 70%[activator]; GAA inhib: -3%; KDM4E inh: 4%; ALDH1A1 inh: 10%; GAA glycogen mod: 4%

# An excerpt (hit frequency here may not be typical).
